High-throughput results deposited in PubChem by several laboratories.
SRC2 inh: human SRC2 (NCOA2) inhibition | Q15596 | HEK293 GAL4-SRC2 luciferase reporter, luminescence | inhibition, % at 9 µM | hit rate 0.17% among 370,000 | AID 651957;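 active means inhibition above the mean inhibition of all tested compounds plus 3 SD, set per campaign, cut at about 52% in these data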;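 further: 0% = DMSO treated cells and 100% = cells given Gossypol at 36 µM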
LMP1 NFkB inh: Epstein-Barr LMP1 NF-kappaB reporter inhibition | LMP1-induced NF-kappaB luciferase reporter cells, luminescence | inhibition, % at 12.5 µM | hit rate 0.69% among 350,000; in the data active means inhibition above about 41%;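 further: 0% = neutral control wells and 100% = reference inhibitor control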
MC4R ag barr: activates human MC4R beta-arrestin recruitment; P32245; U2OS MC4R beta-arrestin complementation, luminescence; percent of melanotan II response, DMSO zero; activation, % at 8.9 µM; hit rate 0.98% among 360,000;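 active means activation above a per-plate cutoff, the mean activation of sample wells on that plate plus 3 SD, cut at about 8% in these data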
NR5A2 inv ag: inverse agonists of human LRH-1 (NR5A2); O00482; HEK293T StAR-luciferase reporter, LRH-1 transfected, 24 h; inhibition, % at 3.6 µM; hit rate 0.13% among 360,000;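 active means inhibition above the mean inhibition of all tested compounds plus 3 SD, cut at about 73% in these data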;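 further: 0% = DMSO wells and 100% = reporter-only cells lacking LRH-1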
ABHD5-PLIN5 inh: inhibitors of human ABHD5-perilipin-5 interaction; Q00G26+Q8WTS1; Split G. princeps luciferase complementation, luminescence, 4 h; inhibition, % at 4 µM; hit rate 0.78% among 360,000; AID 602281;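 active means inhibition above the mean inhibition across every tested compound plus 3 SD, cut at about 22% in these data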;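 further: 0% = DMSO only wells and the 100% control is not disclosed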
MC4R antag cAMP: antagonists of human melanocortin 4 receptor (MC4R); inhibition, % at 6.5 µM; P32245; MC4R-expressing cells, MTII-stimulated cAMP, LANCE TR-FRET; hit rate 0.48% among 360,000; AID 540295;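 active means inhibition above its plate's cutoff, the mean of tested wells on that plate plus 3 SD, cut at about 29% in these data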;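 further: 0% = Melanotan II alone and 100% = Melanotan II plus saturating MCL0020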
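system = U2OS cells with stable human MC4R expression | also added = Melanotan II challenge after compound preincubation | dosing = one concentration, 6.5 µM nominal | incubation = compound 30 min, challenge 1 h, detection 1 h | measured by = TR-FRET with Eu-cAMP and labeled anti-cAMP, 671 nm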
SRC1 inh: inhibits human SRC1 coactivator; HEK293 GAL4-SRC1 luciferase reporter, luminescence; Q15788; hit rate 0.12% among 360,000; AID 588354; inhibition, % at 3.6 µM;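 active means inhibition above the campaign mean plus 3 SD, with each screening campaign given its own cutoff, cut at about 60% in these data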;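 further: 0% = DMSO treated cells and 100% = gossypol at 36 µM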
SRC3 inh: human NCOA3 inhibition; Q9Y6Q9; HEK293 GAL4-SRC3 luciferase reporter, luminescence; inhibition, % at 3.6 µM; hit rate 0.17% among 360,000; AID 588352;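 active means inhibition above a per-campaign cutoff, the mean of all compounds plus 3 SD, cut at about 60% in these data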;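 further: 0% = DMSO-treated cells and 100% = gossypol-treated cells at 36 µM; higher means less SRC3-driven luciferase light from the GAL4 reporter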
NOD2 RIPK2 PPI: NOD2-RIPK2 protein interaction inhibition; hit rate 0.38% among 360,000; CHO BLA complementation NOD2-RIPK2, CCF4 ratio; AID 624267; O43353; inhibition, % at 4.98 µM; in the data active means inhibition above about 21%;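 further: 0% = vehicle only and 100% = reference blocker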
Target sequence (O43353 whole entry, looked up): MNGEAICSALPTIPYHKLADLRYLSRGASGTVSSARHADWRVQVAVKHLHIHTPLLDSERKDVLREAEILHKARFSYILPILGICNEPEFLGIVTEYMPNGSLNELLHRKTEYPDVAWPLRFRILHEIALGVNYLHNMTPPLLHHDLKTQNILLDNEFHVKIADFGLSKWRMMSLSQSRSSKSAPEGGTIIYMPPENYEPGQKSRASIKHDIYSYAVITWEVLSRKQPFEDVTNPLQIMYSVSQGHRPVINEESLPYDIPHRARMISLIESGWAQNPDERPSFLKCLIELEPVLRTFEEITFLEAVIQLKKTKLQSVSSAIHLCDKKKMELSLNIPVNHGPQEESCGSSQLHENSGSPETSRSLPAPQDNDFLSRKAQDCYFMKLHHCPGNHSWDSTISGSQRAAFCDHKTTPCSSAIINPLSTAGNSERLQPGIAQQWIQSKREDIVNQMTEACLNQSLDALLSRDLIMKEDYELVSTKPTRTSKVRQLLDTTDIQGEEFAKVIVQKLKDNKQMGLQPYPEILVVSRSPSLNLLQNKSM
COUP-TFII inh: NR2F2 (human) inhibition, primary screen; hit rate 0.7% among 370,000; inhibition, % at 8.6 µM; HEK293T NGFI-A luciferase reporter, luminescence; P24468;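 active means inhibition above a per-plate cutoff, mean inhibition of test wells between control levels plus 3 SD, cut at about 38% in these data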;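 further: cells cotransfected with COUP-TFII expression vector driving the NGFI-A reporter; 0% = median of COUP-TF2 test wells and 100% = reporter-only cells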
Target sequence (P24468 whole entry, looked up): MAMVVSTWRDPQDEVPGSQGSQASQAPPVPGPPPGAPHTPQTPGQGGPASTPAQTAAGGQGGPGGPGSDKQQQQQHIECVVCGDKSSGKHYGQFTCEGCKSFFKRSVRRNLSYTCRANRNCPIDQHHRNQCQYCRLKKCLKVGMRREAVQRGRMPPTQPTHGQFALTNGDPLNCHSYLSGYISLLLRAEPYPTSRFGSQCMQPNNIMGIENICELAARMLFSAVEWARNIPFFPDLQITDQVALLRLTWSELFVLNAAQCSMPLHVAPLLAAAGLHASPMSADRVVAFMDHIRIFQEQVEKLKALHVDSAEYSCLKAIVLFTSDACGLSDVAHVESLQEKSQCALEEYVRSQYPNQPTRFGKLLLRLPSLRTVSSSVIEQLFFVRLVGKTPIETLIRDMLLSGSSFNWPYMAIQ
TLR9-MyD88 block: blocks human TLR9 binding to MyD88 | CHO BLA complementation TLR9-MyD88, CCF4 FRET ratio | AID 504734 | hit rate 0.21% among 340,000 | inhibition, % at 4.98 µM | Q9NR96+Q99836;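 active means inhibition above the mean over all tested compounds plus 3 SD, cut at about 21% in these data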;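 further: 0% = DMSO only wells and 100% = clavulanate BLA inhibitor control wells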
Starred values were filed as active, the others as inactive; x = not tested or not shown. Only part of the results is shown; rates above refer to the full screens.

SMILES	SRC2 inh	LMP1 NFkB inh	MC4R ag barr	NR5A2 inv ag	ABHD5-PLIN5 inh	MC4R antag cAMP	SRC1 inh	SRC3 inh	NOD2 RIPK2 PPI	COUP-TFII inh	TLR9-MyD88 block
O=C(NCc1cccs1)C(=O)NCC1OCCCN1S(=O)(=O)c1ccc(F)cc1 (stereo not given)	0	-6	-0.6	-15	0	16	-17	10	-4	11	-4
COc1ccc(C(=O)NCc2nnc(SCC(=O)c3ccccc3)n2C)cc1	-21	2	-1.4	1	-4	7	-8	5	-9	3	-6
Cc1cc(C)n(-c2nc3ccccc3[nH]c2=O)n1	8	-5	1.3	14	-1	2	-7	-37	-14	-1	1
COc1cc(NC(=O)c2ccc(CNc3c(N4CCOCC4)c(=O)c3=O)cc2)cc(OC)c1	3	12	0.3	-10	1	3	-10	4	-7	0	-6
O=C1c2ccccc2S(=O)(=O)c2cc(C(=O)N(c3ccccn3)c3ccccn3)ccc21	-20	-9	-1.2	-11	4	-9	-16	5	-7	-29	2
CCCNC(=O)Nc1ccccc1SC	-40	3	-0.6	16	3	-1	-4	7	3	-3	5
CCOC(=O)c1cccc(NS(=O)(=O)Cc2ccccc2)c1	-14	-4	0.7	-2	-2	21	-4	-2	0	9	-12
COc1ccc(C2CC(C(F)(F)F)n3ncc(C(=O)Nc4cccc(O)c4)c3N2)cc1OC (stereo not given)	-4	7	-2.8	-2	0	-20	-2	-52	-3	1	-1
O=C(CSc1nncn1-c1ccccc1)Nc1ccccc1	-12	1	-0.3	-10	-6	1	-6	-27	-5	-29	-7
O=C(CSc1nc2c(sc3ccccc32)c(=O)n1CCCN1CCOCC1)NCC1CCCO1 (stereo not given)	-25	-8	-1.3	1	-4	-4	-5	12	-10	-17	-7
O=c1c2ccccc2nc2n1CCO2	-38	0	0.3	13	-6	1	-11	15	-4	-15	-3
O=C(CC1NCCc2ccccc21)Nc1cccc(Cl)c1 (stereo not given)	-7	-25	1.8	-118	-9	2	-138	-43	9	5	-10
NC(=O)COC(=O)C12CC3CC(CC(O)(C3)C1)C2	-7	-9	-0.1	1	1	4	-2	11	-3	-13	-3
CCOC(=O)Cn1c(=NC(=O)c2cccs2)sc2cc(C(=O)OC)ccc21	-39	-2	1.3	-54	-6	4	-42	-17	0	-21	0
Cn1nccc1NC(=O)NC(=O)c1c(Cl)cccc1Cl	4	-1	-0.4	11	1	-1	-3	9	0	-30	0
COc1cccc(-c2cc3nc4c(c(N5CCC6(CC5)OCCO6)n3n2)CCC4)c1	-24	2	1.6	10	0	15	-1	-10	-2	0	2
CCOc1ccc(CN2CCN(S(=O)(=O)c3ccc(NC(C)=O)cc3)CC2)cc1OC	-13	3	0.5	14	14	-7	18	25	-21	-4	-4
COC(OC)c1ccc(C#N)c(SCc2ccccc2)n1	9	-5	-2.0	15	-4	1	-5	22	-8	-26	x
COc1ccc(Nc2oc(COc3ccc(OC)cc3)nc2C#N)cc1	17	33	-0.5	21	-9	-5	2	21	6	24	3
S=c1[nH]nc(-c2cc(-c3ccccc3)n[nH]2)n1/N=C/c1c(Cl)cccc1Cl	12	10	-0.7	-1	-2	8	1	10	-11	12	-2
CCNC(=O)C(=O)Nc1ccc(OC)c(Cl)c1	5	8	0.6	-25	-5	9	1	0	-10	-1	5
CCCNC(=O)C1(C)CCN(Cc2ccc(Cl)c(Cl)c2)C1 (stereo not given)	26	x	-2.2	7	-2	2	0	0	4	-15	x
CCn1c(SCC(=O)Nc2ccc3c(c2)OCCO3)nc2c(c1=O)SC(C)C2 (stereo not given)	-26	-4	1.2	6	7	5	-6	12	-11	15	-9
CC(=O)NC(Cc1cccc(F)c1)C(=O)NC1CCN(C(=O)c2cccc(C)c2)CC1 (stereo not given)	-7	6	-4.1	14	0	6	-8	14	-3	-17	-1
CCOC(=O)c1sc(NC(=O)CSc2nc(C)cc(C)n2)c(C#N)c1C	1	10	0.3	-4	-2	5	0	4	-12	14	-5
CC1=C(/C=C/C(=O)O)C(C)(C)CCC1	6	-3	-0.6	-16	3	9	11	9	-6	-13	-8
C=CCNC(=O)NC(=O)COC(=O)c1nc2nccc(C)n2n1	15	2	0.7	-3	-7	2	4	9	9	-2	-3
CCOC(=O)C1(C)CCN1C(=O)c1cccc(C(F)(F)F)c1 (stereo not given)	-16	x	0.9	-18	4	11	1	-1	-8	6	x
O=c1[nH]c2ccc(N=Cc3c(O)ccc4cc(Br)ccc34)cc2[nH]1	5	4	3.7	6	0	7	18	-5	-6	7	-5
Cc1cn([C@H]2C[C@H](O)[C@@H](/C=C/C(=O)NCCC(c3ccccc3)c3ccccc3)O2)c(=O)[nH]c1=O	1	x	x	3	-1	x	7	24	1	-6	x
Cc1ccc(S(=O)(=O)N2CCN(Cc3cccc(C)c3O)CC2)cc1	-24	9	-0.6	5	-2	-5	0	5	-9	2	3
CCOC(=O)C1CCN(c2c(N3CCN(Cc4ccccc4)CC3)c(=O)c2=O)CC1	12	5	0.0	32	2	7	11	1	-3	-4	-1
O=c1[nH]c2cccc(Cl)c2c2ccccc12	-29	2	0.3	-26	-3	9	-25	5	-14	4	-8
COc1cccc(N(C(=O)c2snc(C(N)=O)c2N)C(C(=O)NCC2CCCO2)c2cccs2)c1 (stereo not given)	-16	-8	0.8	-10	-3	6	1	-2	2	13	4
CCN(CC)CCNc1nc2nonc2nc1NCCN(CC)CC	0	5	-1.2	-6	-1	7	-7	5	3	23	-4
Cc1ccc2oc(=O)c3cnn(CC(=O)N4CCc5ccccc5C4)c3c2c1	-18	-4	-1.9	5	4	11	8	16	-6	-4	4
Cc1ccccc1CCN(C(=O)c1csnn1)C(C(=O)NC1CCCC1)c1ccncc1 (stereo not given)	-21	9	-0.6	-28	-4	1	-9	-12	-16	-1	-11
CC1CCc2sc(C(=O)N/N=C/C3CCCCC3)cc2C1 (stereo not given)	-31	8	2.7	5	-4	4	-5	3	-6	14	-11
O=C(CC1SCCNC1=O)Nc1ccc(F)c(Cl)c1 (stereo not given)	1	1	-0.3	-9	2	9	6	9	-9	2	-6
CCCCCC(O)CCCC(=O)O (stereo not given)	7	5	-0.8	-10	-8	12	4	2	-15	7	-1

Some of the entries above, reformatted.
Under each structure – SRC2 inh	LMP1 NFkB inh	MC4R ag barr	NR5A2 inv ag	ABHD5-PLIN5 inh	MC4R antag cAMP	SRC1 inh	SRC3 inh	NOD2 RIPK2 PPI	COUP-TFII inh	TLR9-MyD88 block
- Cc1ccccc1CCN(C(=O)c1csnn1)C(C(=O)NC1CCCC1)c1ccncc1 (stereo not given)
 : -21	9	-0.6	-28	-4	1	-9	-12	-16	-1	-11
- COc1cccc(N(C(=O)c2snc(C(N)=O)c2N)C(C(=O)NCC2CCCO2)c2cccs2)c1 (stereo not given)
 : -16	-8	0.8	-10	-3	6	1	-2	2	13	4
- Cc1ccc(S(=O)(=O)N2CCN(Cc3cccc(C)c3O)CC2)cc1
 : -24	9	-0.6	5	-2	-5	0	5	-9	2	3

Following part.
SMILES	SRC2 inh	LMP1 NFkB inh	MC4R ag barr	NR5A2 inv ag	ABHD5-PLIN5 inh	MC4R antag cAMP	SRC1 inh	SRC3 inh	NOD2 RIPK2 PPI	COUP-TFII inh	TLR9-MyD88 block
Cc1cc(C)c(NC(=O)CNC(=O)c2cc(C3CC3)nn2-c2ccccc2)c(C)c1	-13	-1	1.2	-18	-4	17	1	3	2	2	-2
CC(/C=C/c1ccccc1)=N\NC(=O)CCc1ccccc1	0	-6	-0.5	9	-1	0	3	5	-6	-3	-17
CCOc1ccccc1NC(=O)[C@@H](NC(=O)c1cccc(S(=O)(=O)N2CCOCC2)c1)C(C)C	-11	-2	-1.9	2	0	-4	1	-15	-1	12	-5
CC(=O)c1sc2nc(-c3ccccc3)cc(C)c2c1N	0	17	-1.8	20	1	1	3	-30	-7	-20	6
CC1CN(CC(=O)Nc2ccc([N+](=O)[O-])cc2Br)CC(C)O1 (stereo not given)	-11	3	-1.5	-3	-8	4	-26	-3	7	19	-5
CCOC(=O)c1ccc(NS(=O)(=O)c2c(C)n(C)c(=O)n(C)c2=O)cc1	-1	-4	2.1	0	-2	-7	-1	-2	-4	24	-10
CC1CN(c2oc(-c3ccco3)nc2C#N)CC(C)O1 (stereo not given)	-14	3	-0.3	28	-1	17	8	7	-10	-6	0
O=C(OCC#CCSc1nnc(-c2cccc3ccccc23)o1)c1cnc[nH]1	-14	5	-0.2	-21	-4	14	-2	-7	-7	-2	-2
Cc1ccc(OCC(O)Cn2c(N)nc3c2c(=O)n(C)c(=O)n3C)cc1 (stereo not given)	-24	8	-1.1	9	2	8	0	11	-5	23	7
Cn1cc(CN2CCC(C(=O)NC(c3ccc(-c4ccccc4)cc3)c3cnccn3)CC2)c2ccccc21 (stereo not given)	-3	x	3.5	-15	7	7	-2	-25	2	0	x
O=C(Oc1cccc(Br)c1)c1cccnc1	10	-6	2.8	1	4	4	-5	17	-7	1	0
COc1ccc(C(=O)Nc2ccnn2C2CCN(CC3CC=CCC3)CC2)cc1 (stereo not given)	-7	-10	-3.2	-13	-1	1	0	-12	6	-18	0
CSCCC(NC(=O)C1CCC(C)CC1)C(=O)N1CCN(c2ccccn2)CC1 (stereo not given)	-16	-9	1.0	13	0	6	20	4	3	8	-3
O=C1CC(c2ccccc2)=NO1	-11	-1	-2.4	-30	-1	0	-20	-24	-13	-19	4
Cc1ccc2nc(-c3ccc(Cl)cc3)c(Cc3cccc(Cl)c3)n2c1	-23	x	x	-57	-3	x	x	x	-7	-47	x
CC(C)(C)C(=O)Nc1ccc(N2CCN(c3ccc(C(F)(F)F)cn3)CC2)nc1	11	14	-2.0	-9	2	3	2	6	-1	0	-2
O=Cc1cn(-c2ccccc2)nc1-c1cc2c(ccc3ccccc32)oc1=O	3	4	-0.8	-19	3	6	-2	-6	2	-7	7
Cc1ccc(NC(=O)CN2C(=O)NC(Cc3c[nH]c4ccccc34)C2=O)cc1S(=O)(=O)N1CCCCC1 (stereo not given)	11	2	0.9	-6	1	10	-19	19	-4	13	-7
COc1ccc2c(C(=O)c3ccc(Cl)cc3)n(CCCC(N)=O)[n+]([O-])c2c1	-28	-7	0.3	20	-2	-6	-6	-8	-2	10	0
COc1ccc(C(C(=O)Nc2c(C)cccc2C)n2c(=O)c(-c3ccco3)nc3ccccc32)cc1 (stereo not given)	2	x	x	3	81*	x	x	x	8	-12	x
CC(C)(C)[C@H]1C=C(C(=O)NCc2nc3ccccc3[nH]2)O[C@@H](OCc2ccc(CO)cc2)C1	8	-5	1.8	-3	-26	23	4	-27	-6	16	-6
O=C1/C(=C\c2ccsc2)N2CCC1CC2	-10	-2	-1.8	3	-1	11	-7	20	-4	27	-2
Cc1ccc(C)c(-c2cc(C(=O)NN3CCOCC3)c3ccccc3n2)c1	-12	1	0.8	8	-3	12	1	3	-10	-10	12
